# IDE cell inh = cellular human IDE inhibition | hit rate 0.41% among 320,000 | inhibition, % at 5.59 µM | P14735 | HEK cells, FAbetaB cleavage, fluorescence polarization;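 active = percent inhibition above the average of all tested compounds plus 3 SD, set per screening campaign, cut at about 16% in these data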;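 also: IDE supplied by intact live HEK cells; FP after avidin binding of uncleaved biotin substrate so inhibition keeps polarization high; 0% = DMSO wells and 100% = 60 µM reference IDE inhibitor Ii1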
# VIM-2 inhibitor = inhibitors of Pseudomonas aeruginosa VIM-2 metallo-beta-lactamase; purified VIM-2, nitrocefin hydrolysis, epi-absorbance fluorescence; inhibition, % at 5.6 µM; hit rate 0.89% among 290,000; AID 1527;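 active = inhibition above the mean of all tested compounds plus 3 SD, cutoff set per screening run, cut at about 7.5% in these data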;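 also: red hydrolysis product quenches plate fluorescence so inhibitors raise well fluorescence; 0% = enzyme with DMSO and 100% = DMSO without enzyme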
# pCIP destab = p/CIP protein destabilization; F442A p/CIP-EGFP cells, EGFP fluorescence, 16 h; decrease of EGFP signal, % at 10 µM; hit rate 0.01% among 290,000; AID 1984;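 active = EGFP signal decrease of at least 30% at 10 µM or well 3 SD below plate mean, unless failing retest; inactive = the rest, including hits failing retest or dose response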; also: some compounds called inactive have numbers as strong as hits; many of its hits are not listed in these tables
# IDE act = boosts human insulin-degrading enzyme activity in HEK cells | activation, % at 5.96 µM | P14735 | hit rate 0.073% among 340,000 | FAbeta-B cleavage, fluorescence polarization; 0% vehicle, 100% cell-free pure enzyme wells;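 active = activation above the mean of all tested compounds plus 3 SD, set per screening campaign, cut at about 17% in these data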
# IMP-1 inhibitor = blocks Pseudomonas aeruginosa IMP-1 metallo-beta-lactamase. purified IMP-1, nitrocefin hydrolysis, epi-absorbance fluorescence. hit rate 0.45% among 290,000. inhibition, % at 5.6 µM;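 active = inhibition above the mean plus 3 SD of all compounds in the same screening run, cut at about 4.5% in these data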;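 also: 0% = IMP-1 with DMSO and 100% = DMSO wells lacking enzyme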
#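 System – purified recombinant IMP-1 beta-lactamase · Input – IMP-1 dispensed at 0.2 nM · Timing – 15 min preincubation plus 25 min reaction at 25 °C · Signal – Epi-absorbance fluorescence, 480 nm excitation, 530 nm emission · Measure – percent IMP-1 inhibition derived from blank-referenced optical density · Controls – Enzyme-plus-DMSO low control, enzyme-free DMSO high control · Replication – singlicate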
# SUMO HTRF inh = blocks human SUMOylation mediated by UBC9; P63279; HTRF SUMOylation assay, SAE1/SAE2 + UBC9, in vitro; inhibition, % at 35 µM; hit rate 0.36% among 290,000; in the data active = inhibition above about 50%, passing the limit was not always enough; also: strong numbers were not always called active
# Target sequence (P63279 whole entry, looked up): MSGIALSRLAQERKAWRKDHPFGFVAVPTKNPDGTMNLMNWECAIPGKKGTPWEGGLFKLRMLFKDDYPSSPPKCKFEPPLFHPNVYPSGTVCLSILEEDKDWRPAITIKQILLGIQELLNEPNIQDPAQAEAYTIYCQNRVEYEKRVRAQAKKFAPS
# GalR3 antagonist = antagonists of human GalR3; HEK293 GalR3-CNG cAMP membrane potential fluorescence; galR3 body fused to GalR1 C-terminus; inhibition, % at 3 µM; hit rate 0.44% among 360,000;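 active = inhibition above the screen-wide average plus 3 SD, cut at about 13% in these data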;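 also: forskolin and galanin both at EC90 stimulate the cells; cAMP rise reported by CNG channel membrane potential dye signal; 0% = forskolin plus galanin with DMSO and 100% = forskolin alone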
# Target sequence (O60755 1-299 limits assumed): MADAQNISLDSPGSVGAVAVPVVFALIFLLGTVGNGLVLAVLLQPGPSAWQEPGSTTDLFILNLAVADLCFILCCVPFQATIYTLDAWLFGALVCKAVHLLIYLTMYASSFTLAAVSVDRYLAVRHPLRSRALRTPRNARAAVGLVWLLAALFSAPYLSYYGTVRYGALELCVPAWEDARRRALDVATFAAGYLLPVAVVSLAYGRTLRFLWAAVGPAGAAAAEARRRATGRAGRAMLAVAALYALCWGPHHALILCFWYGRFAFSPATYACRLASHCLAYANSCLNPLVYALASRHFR
# NS3 helicase inh = inhibitors of Hepatitis C virus NS3 helicase | inhibition, % at 10.9 µM | NS3 helicase DNA unwinding, Cy5 molecular beacon fluorescence | AID 1800 | hit rate 0.56% among 290,000;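 active = inhibition above the mean of all tested compounds plus 3 SD, set per campaign, cut at about 35% in these data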;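 also: 0% = DMSO wells and 100% = thioflavine S control wells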
#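 Compound dosing – single dose, 10.9 µM nominal final, DMSO 0.8% final · System – NS3 helicase fragment of HCV · Buffer or medium – MOPS pH 6.5, MgCl2, DTT, Tween20, BSA · Signal – Cy5 beacon fluorescence read at start and 1 h · Also added – annealed dual-labelled DNA beacon duplex, ATP-started · Schedule – 1 h at 25 °C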
# CRFBP-R2 block = antagonists of CRF-binding protein/CRF-R2 receptor complex. HEK293 CRF-R2/CRF-BP, CRF-induced calcium fluorescence. inhibition, % at 11.8 µM. hit rate 0.59% among 350,000. AID 588475;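 active = inhibition of the ligand-induced calcium signal above about 50% at the single tested concentration, limit read from the data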
# * hit, by the source's call; · = no result given. Rows were taken by chance; any-hit rate near 3.2%.
GalR3 antagonist	SUMO HTRF inh	NS3 helicase inh	IDE cell inh	IDE act	CRFBP-R2 block	IMP-1 inhibitor	VIM-2 inhibitor	pCIP destab	Compound
-5	16	8	4	-1	5	-3.9	-3.6	-8	Cc1ccc(C2NC(=O)c3sc(=S)n(-c4ccccc4)c3N2)cc1 (stereo not drawn)
3	4	-1	1	-5	15	-4.1	-3.5	-7	CCC(=O)/C=C1\Sc2ccc(OC)cc2N1CCO
-4	·	·	-3	5	17	·	·	·	C#CCOCCOCCOCCNc1nc(N2CCN(C(=O)[C@H](CCC(=O)O)n3cc([C@@H](N)[C@H](C)CC)nn3)CC2)nc(N2CCN(C(=O)[C@H](CCC(=O)O)n3cc([C@@H](N)CCSC)nn3)CC2)n1
-4	2	-5	8	-4	-34	-2.5	-2.4	-11	CS(=O)(=O)N(Cc1ccc(Cl)cc1)c1ccc(C(=O)NCCC2=CCCCC2)cc1
4	36	27	1	-2	3	0.2	1.0	-16	NC(=O)CC(NC(=O)c1ccc(Br)cc1)c1ccc(NC2CCCCCC2)c([N+](=O)[O-])c1 (stereo not drawn)
0	5	-3	1	1	7	-3.5	-4.0	-8	O=C(O)c1ccc2c(c1)N(Cc1ccccc1)C(=O)c1ccccc1S2=O (stereo not drawn)
-7	3	-1	-3	5	-15	-2.0	-2.2	2	O=C(N/N=C/c1ccc([N+](=O)[O-])cc1)c1cc2ccccc2o1
-8	-4	-2	0	5	10	-2.1	-2.9	-6	COC(CNC(=O)C1CCC(CNS(=O)(=O)c2c(C)cc(C)cc2C)CC1)OC (stereo not drawn)
-2	·	·	-3	3	-1	·	·	·	O=C(CCNS(=O)(=O)c1ccccc1)NNC(=O)COc1ccc(Cl)cc1
2	-3	0	-3	-3	11	-3.8	-1.5	1	CCCN(CCC)C(=O)NC1CC(=O)N(c2ccc(OC)cc2)C1 (stereo not drawn)
-2	4	4	-3	1	-13	-3.2	-2.0	0	O=C(NC1CCCC1)C(c1ccc(F)cc1)N(Cc1ccc(Cl)cc1)C(=O)CCl (stereo not drawn)
-1	23	23	-3	4	7	-4.0	-0.8	-10	Cc1ccc(-n2nc(C)c3c2OC(N)=C(C#N)C3c2ccco2)cc1 (stereo not drawn)
-9	-10	1	1	2	-6	-1.6	-0.1	5	Cc1ccc(N(C)S(=O)(=O)c2csc(C(N)=O)c2)cc1C
0	22	-14	4	4	11	-0.6	-2.4	4	COCCN(C(=O)CSc1nncn1-c1ccccc1)c1c(N)n(Cc2ccccc2)c(=O)[nH]c1=O
5	-8	4	-1	-3	-13	-1.7	-1.1	12	O=C(Cc1ccc(-n2c(=O)c3ccccc3n(Cc3ccc(F)cc3)c2=O)cc1)NCC1CCCO1 (stereo not drawn)
-6	16	5	1	-2	2	-2.1	-2.9	-10	Cc1cc(S(=O)(=O)NCc2ccccc2)ccc1OCC(=O)NCc1ccccn1
-2	-6	-7	8	-3	21	-0.9	-3.2	-4	Cc1ccc(NC(=O)C(=O)NCc2ccc(/C=N/NC(=O)c3c(C)nc4ccccn34)o2)cc1
-3	14	3	0	-4	-3	-2.6	-1.6	-7	COc1ccccc1C(=O)Nc1ccc(S(=O)(=O)N2CCOCC2)cc1
-5	14	-26	10	-3	-1	-1.2	-1.6	-35	COc1cc(Cl)ccc1OCc1cc(C(=O)N(C)Cc2cccc3cnccc23)no1
-3	-10	31	6	5	1	0.7	-0.1	0	CC(C)[C@H](NC(=O)N1CCn2c1nc1ccccc12)C(=O)NC1CCCCC1
-2	-8	8	6	-4	21	-3.4	-2.0	2	CCCCNC(=O)Cc1ccc(C)cc1
-1	16	10	-1	4	1	-1.2	-3.5	6	Cc1sc(NC(=O)c2cc(-c3ccc(Cl)cc3)nc3ccccc23)c(C(N)=O)c1C
-10	-13	1	4	4	-1	-2.8	-1.1	13	O=C(NCc1nnc2c(C(F)(F)F)cc(Cl)cn12)c1cccnc1
-3	-1	6	6	-2	-2	-2.1	-3.2	10	N/C(=N\OC(=O)c1cc(Cl)ccc1Cl)c1cccnc1
-5	-20	12	-3	3	3	-3.5	-3.6	2	COCCNC(=O)CSc1nc2cc3c(cc2c(=O)n1CCCC(=O)NCCc1ccc(OC)c(OC)c1)OCO3
-7	10	-2	4	-2	11	1.0	2.8	-5	Cn1c(=O)c([N+](=O)[O-])c(NCc2ccccc2)c2ccccc21
-7	·	·	-2	-3	10	·	·	·	Cc1cccc(C)c1NC(=O)COC(=O)/C=C/c1ccc(S(=O)(=O)N2CCOCC2)cc1
-5	-12	2	4	-2	-5	2.1	0.5	18	O=C(COC(=O)c1cccc(S(=O)(=O)N2CCCC2)c1)Nc1ccccc1
-2	-16	-2	-4	5	-17	-5.9	-3.0	0	Cc1ccc(Nc2n[nH]c(C)c2[N+](=O)[O-])cc1C
-4	2	13	2	5	-19	-1.2	-0.5	-4	COc1ccc(C(=O)N2CCN(S(=O)(=O)c3ccccc3)CC2)c(OC)c1

# More structures:
GalR3 antagonist	SUMO HTRF inh	NS3 helicase inh	IDE cell inh	IDE act	CRFBP-R2 block	IMP-1 inhibitor	VIM-2 inhibitor	pCIP destab	Compound
-4	-1	7	7	0	11	-4.6	-3.8	-12	CN1CCN(Cc2nc3ccccc3n2C)CC1CCO (stereo not drawn)
8	13	-2	6	4	23	-3.3	-5.9	-12	CC(C)C(c1nnnn1CCc1ccccc1)N1CCOCC1 (stereo not drawn)
-3	1	-35	6	-6	-9	-2.9	-4.9	-11	COc1cccc(-c2ccc(NC(=O)C3CCCN(Cc4cnc(C)n4C)C3)cc2)c1 (stereo not drawn)
-7	-11	2	1	6	-5	-5.8	-0.4	3	COc1ccc(CNC(=O)C(NS(=O)(=O)c2ccc3c(c2)CCCN3C(C)=O)C(C)C)cc1 (stereo not drawn)
-5	4	-3	8	2	-2	0.2	-2.6	-4	COc1ccc(-n2nnnc2SCC(=O)c2cc3ccccc3o2)cc1
0	6	-15	3	-7	2	-0.3	0.0	-5	CN(C)S(=O)(=O)N1CCN(CC(O)COc2ccc(C(=O)c3ccccc3)cc2)CC1 (stereo not drawn)
-2	8	-4	5	1	-8	-2.5	-3.3	-4	CC1(C)CN2C(=O)c3ccccc3C2(C)S1 (stereo not drawn)
6	-13	-3	-4	2	4	-3.1	-2.4	-13	Cc1ccc(-c2cccc(C(=O)NCCc3ccccc3)n2)c2ccccc12
1	·	·	2	4	5	·	·	·	COc1ccc(S(=O)(=O)N(C)C[C@H]2Oc3ccc(NC(=O)NC4CCCCC4)cc3C(=O)N([C@H](C)CO)C[C@@H]2C)cc1
-3	·	·	4	1	-6	·	·	·	Cc1ccc2c(c1)C1CN(C)CCC1N2S(=O)(=O)c1ccc(C#N)cc1 (stereo not drawn)
-11	-1	-9	-2	2	-14	-2.4	-4.2	5	CC(C)CCOP(=O)(c1ccc(N(C)C)cc1)C(O)c1ccccc1 (stereo not drawn)
-5	3	2	-2	0	-2	-1.3	-1.9	1	COC(=O)[C@@]1(Cc2ccc(OC)cc2)[C@H]2c3cc(C(=O)N4CCCC4)n(CCn4cc([N+](=O)[O-])nc4C)c3C[C@H]2CN1C(=O)c1ccccc1
-10	4	5	3	4	-3	-3.2	-2.4	-1	CC(CCc1ccccc1)NC(=O)c1ccccc1Cl (stereo not drawn)
-6	0	·	-2	0	-13	·	·	-3	COc1ccccc1-c1cc(=O)c2c(O)ccc([N+](=O)[O-])c2o1
-1	·	·	-1	8	-4	·	·	·	COc1ccc(S(=O)(=O)N2CCCC2CNC(=O)C(=O)NCc2ccccn2)cc1 (stereo not drawn)
-2	·	·	3	4	0	·	·	·	COc1ccccc1-n1ccnc(SCC(=O)NC2CCCC2)c1=O
-6	36	-5	-5	·	-3	-1.2	-2.6	3	N/C(=N\c1nc2ccccc2o1)NC(=O)c1ccc([N+](=O)[O-])cc1
-9	-2	-5	0	5	3	-1.8	-2.4	-17	CCOc1ccc(CNC(=O)C(C)n2ccc3cc(S(=O)(=O)N4CCCC4)ccc32)cc1 (stereo not drawn)
3	17	-2	4	-3	-5	-1.0	-0.2	-8	Clc1nc(N2CCOCC2)ncc1Br
-4	12	2	0	1	-15	-0.8	1.1	-9	Cc1nn(C)cc1CNC(=O)Nc1ccc(Br)cc1Cl
9	7	29	-1	2	4	-1.5	1.8	7	COc1cc(C(=O)Nc2scc(-c3ccc(C)cc3)c2C(=O)O)cc(OC)c1OC
-3	11	0	1	1	23	-0.7	11*	12	Cc1ccc(N2C=Nc3ccc(C)c4nc(C)cc2c34)cc1
2	21	2	-1	5	-7	-3.4	-0.9	-13	O=C1C2CCCN2C(c2ccccc2F)N1c1cccc(Cl)c1 (stereo not drawn)
1	9	-2	3	-3	9	-2.3	0.1	-14	NC(=O)c1ccc[n+](CC(=O)c2ccc(F)cc2)c1
4	10	-6	-2	2	14	-2.2	-2.0	5	C=CCOC(=O)CCC(=O)Nc1cccc2ccccc12
-5	-1	-8	6	0	36	-4.2	-2.5	5	COc1ccc(/C=N/NC(=O)c2ccccc2OCc2ccccc2)c(OC)c1
-6	5	5	4	8	-12	-2.7	0.6	2	O=C(NCCN1CCOCC1)c1cc(-c2ccco2)on1
-15	-8	-19	-2	1	42	-0.8	-1.7	-12	CCOc1ccc(C2C(C(=O)OC)=CN(C(C)c3ccccc3)C=C2C(=O)OC)cc1 (stereo not drawn)
-5	·	·	0	3	9	·	·	·	C=CCn1c(C)cc(C(=O)CSc2nnc(C3CC3)n2C2CC2)c1C
2	8	18	-2	5	2	0.5	-0.2	-1	Cc1cc(NC(=O)CSc2nc(N)c(NC(=O)c3ccco3)c(=O)[nH]2)no1

# Next section:
GalR3 antagonist	SUMO HTRF inh	NS3 helicase inh	IDE cell inh	IDE act	CRFBP-R2 block	IMP-1 inhibitor	VIM-2 inhibitor	pCIP destab	Compound
1	17	-2	2	2	-10	-2.8	-1.7	-43	O=C(/C=C/Nc1ccc(F)cc1F)c1cccs1
-3	18	-4	·	-1	12	-4.2	-3.1	1	O=C1OCC2=C1C(c1ccc(F)cc1)c1cc3c(cc1N2)OCCO3 (stereo not drawn)
2	·	·	2	2	-10	·	·	·	CCN(C(=O)CSc1nc(-c2ccccc2)cn1N)c1c(N)n(Cc2ccccc2)c(=O)[nH]c1=O
1	21	0	-3	4	5	-2.5	-4.8	-10	COc1ccc(OC)c(C2C(C(=O)Nc3cccnc3)=C(C)NC3=C2C(=O)CCC3)c1 (stereo not drawn)

# Structures from the list above with bromine (3):
GalR3 antagonist	SUMO HTRF inh	NS3 helicase inh	IDE cell inh	IDE act	CRFBP-R2 block	IMP-1 inhibitor	VIM-2 inhibitor	pCIP destab	Compound
4	36	27	1	-2	3	0.2	1.0	-16	NC(=O)CC(NC(=O)c1ccc(Br)cc1)c1ccc(NC2CCCCCC2)c([N+](=O)[O-])c1 (stereo not drawn)
3	17	-2	4	-3	-5	-1.0	-0.2	-8	Clc1nc(N2CCOCC2)ncc1Br
-4	12	2	0	1	-15	-0.8	1.1	-9	Cc1nn(C)cc1CNC(=O)Nc1ccc(Br)cc1Cl

# Screening results as filed in PubChem.
